Screens from PubChem BioAssay.
AP ELISA ortho – orthogonal test for alternative complement pathway inhibitors. Human serum alternative complement pathway, LPS-coated ELISA, C3 deposition; tested in compound mixtures. inhibition, % at 5 µM. hit rate 0.08% among 62,000;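 active means inhibition above 30% in each of the two pooled mixtures holding the compound, so the lower value exceeds 30%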;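 further: 0% = serum in Mg-EGTA without compound and 100% = EDTA serum blank; some compounds past the cut are filed as inactive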
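Test system: human serum alternative complement pathway, C3 deposition on LPS-coated wells; also added: Plate-bound LPS; doses: 5 µM per compound in ten-compound mixtures; schedule: 1 h at 37 °C; detection: Anti-C3 ELISA, OD 450 nm; evaluation: percent inhibition of C3 deposition onto LPS; repeats: two pool placements per compound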
JNK3 blocker – inhibitors of human JNK3 kinase | inhibition, % at 8 µM | purified JNK3 kinase activity, HTS | P53779 | AID 746 | hit rate 0.61% among 60,000; in the data active means inhibition above about 17%;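 further: 0% = DMSO and 100% = reference inhibitor; many of its hits are not listed in these tables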
ROCK2 blocker – blocks human Rho kinase 2 activity | O75116 | purified ROCK2, Kinase-Glo ATP depletion luminescence | inhibition, % at 6 µM | hit rate 0.35% among 60,000 | AID 604;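 active means inhibition above the screen-wide mean inhibition plus 3 SD, cut at about 18% in these data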;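 further: plate controls were DMSO wells for no effect and Y-27632 control wells after no-enzyme background subtraction for full effect; many of its hits are not listed in these tables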
Target sequence (O75116 whole entry, looked up): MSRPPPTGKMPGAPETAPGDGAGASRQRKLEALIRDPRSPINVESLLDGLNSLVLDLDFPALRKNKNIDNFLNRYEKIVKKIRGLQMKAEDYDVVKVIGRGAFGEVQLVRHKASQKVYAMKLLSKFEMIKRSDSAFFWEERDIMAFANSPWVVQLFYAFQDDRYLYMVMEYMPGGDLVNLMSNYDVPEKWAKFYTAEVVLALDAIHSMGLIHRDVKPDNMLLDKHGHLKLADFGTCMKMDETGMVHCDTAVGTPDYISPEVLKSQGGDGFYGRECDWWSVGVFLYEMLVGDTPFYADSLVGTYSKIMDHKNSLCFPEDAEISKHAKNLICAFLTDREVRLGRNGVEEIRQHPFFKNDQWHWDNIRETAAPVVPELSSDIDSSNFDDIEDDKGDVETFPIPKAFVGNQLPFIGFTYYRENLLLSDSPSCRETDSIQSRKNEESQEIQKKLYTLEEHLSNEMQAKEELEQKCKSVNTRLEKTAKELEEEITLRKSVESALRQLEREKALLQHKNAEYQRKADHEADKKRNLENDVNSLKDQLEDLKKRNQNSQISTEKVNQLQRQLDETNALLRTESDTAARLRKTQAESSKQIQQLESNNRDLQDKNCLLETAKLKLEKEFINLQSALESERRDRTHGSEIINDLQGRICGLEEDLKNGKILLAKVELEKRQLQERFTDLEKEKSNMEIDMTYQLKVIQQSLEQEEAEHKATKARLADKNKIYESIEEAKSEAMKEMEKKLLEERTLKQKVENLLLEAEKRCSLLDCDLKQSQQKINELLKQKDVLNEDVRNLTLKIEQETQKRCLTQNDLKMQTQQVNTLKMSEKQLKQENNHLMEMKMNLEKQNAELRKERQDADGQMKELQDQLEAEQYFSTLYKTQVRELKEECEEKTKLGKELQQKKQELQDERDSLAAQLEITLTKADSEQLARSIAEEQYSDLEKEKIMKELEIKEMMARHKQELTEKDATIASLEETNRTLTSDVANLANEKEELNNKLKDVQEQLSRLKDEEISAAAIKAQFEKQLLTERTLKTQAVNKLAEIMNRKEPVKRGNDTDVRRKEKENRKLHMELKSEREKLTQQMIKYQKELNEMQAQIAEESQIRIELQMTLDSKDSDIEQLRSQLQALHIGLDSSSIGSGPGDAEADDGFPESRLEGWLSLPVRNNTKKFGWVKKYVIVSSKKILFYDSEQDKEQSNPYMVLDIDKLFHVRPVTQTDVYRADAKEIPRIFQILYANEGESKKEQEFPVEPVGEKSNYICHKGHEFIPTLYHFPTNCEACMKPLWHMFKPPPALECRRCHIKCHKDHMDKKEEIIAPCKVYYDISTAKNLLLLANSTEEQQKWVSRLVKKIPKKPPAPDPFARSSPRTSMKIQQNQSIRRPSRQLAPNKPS
PKA inh – inhibitors of human protein kinase A | inhibition, % at 6 µM | PKA Kemptide phosphorylation, Kinase-Glo ATP luminescence | hit rate 0.1% among 65,000 | P17612;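 active means inhibition above the screen-wide mean inhibition plus 3 SD, cut at about 21% in these data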; further: many of its hits are not listed in these tables
RORA act – RORA (human) activation. P35398. CHO-K1 Gal4-RORA LBD luciferase reporter, luminescence; percent increase over mock-subtracted basal signal. activation, % at 10 µM. hit rate 1.5% among 65,000. AID 560;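 active means activation above the mean of all tested compounds plus 3 SD, cut at about 49% in these data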;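 further: 0% = DMSO-treated RORA cells and 100% = added signal equal to DMSO minus mock-transfected cells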
CatS block – inhibitors of human cathepsin S. P25774. recombinant cathepsin S, AMC dipeptide fluorescence, pooled mixtures. inhibition, %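 (tested at 5 µM per compound within 10-compound mixtures)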. hit rate 0.06% among 62,000. AID 501; in the data active means inhibition above about 32%, passing the limit was not always enough;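 further: 0% = enzyme without compound and 100% = blank without enzyme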
E coli RNAP – Escherichia coli RNA polymerase inhibition; P0A8V2; E. coli RNA polymerase, fluorescence transcription assay; inhibition, %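 (tested at 10 µM)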; hit rate 0.2% among 62,000; AID 559; in the data active means inhibition above about 20%;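 further: 0% = enzyme without compound and 100% = no enzyme blank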
CatB block – inhibitors of human cathepsin B | purified cathepsin B, fluorogenic substrate, fluorescence | P07858 | hit rate 0.1% among 63,000 | inhibition, %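 (tested at 10 µM)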; in the data active means inhibition above about 21%;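 further: 0% = enzyme with no compound and 100% = no enzyme blank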
CatB mixtures – inhibitors of human cathepsin B in compound mixtures; hit rate 0.06% among 62,000; inhibition, %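 (ten-compound pools at 5 µM per compound and 50 µM total)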; Purified cathepsin B, AMC dipeptide fluorescence; AID 488; P07858; in the data active means inhibition above about 22%, passing the limit was not always enough;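 further: 0% = enzyme without compound and 100% = no enzyme blank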
The depositor's hits bear a star; . = no result given. Only part of the results is shown (hit frequency here may not be typical).

1	Cn1c(=O)c2c(nc(N3CCCC3)n2CC(O)CO)n(C)c1=O (stereo not given)
2	Cn1nnc(NC(=O)c2ccccc2F)n1
3	COc1ccc(S(=O)(=O)N2CCN(CC(=O)Nc3cc(C(F)(F)F)ccc3Cl)CC2)cc1
4	O=c1nc2n(c3sc4c(c13)CCC4)Cc1ccccc1-2
5	O=C(NCCN1CCOCC1)c1cc(-c2ccccc2)on1
6	COCCNC(=O)C(c1ccc(C)o1)N(C(=O)c1snc(C(N)=O)c1N)c1ccc(C)cc1 (stereo not given)
assay / compound,1,2,3,4,5,6
ROCK2 blocker,6,2,3,.,6,-1
CatB block,2,-10,0,-4,-1,0
AP ELISA ortho,-9,14,11,0,2,15
PKA inh,-4,10,-3,8,8,-2
CatS block,5,-11,4,6,11,4
JNK3 blocker,2,5,-4,.,4,4
E coli RNAP,10,-1,11,4,15,6
CatB mixtures,2,3,5,-2,2,8
RORA act,-29,8,10,28,-1,-2

4 records drawn at random from those above:
2	Cn1nnc(NC(=O)c2ccccc2F)n1
4	O=c1nc2n(c3sc4c(c13)CCC4)Cc1ccccc1-2
5	O=C(NCCN1CCOCC1)c1cc(-c2ccccc2)on1
6	COCCNC(=O)C(c1ccc(C)o1)N(C(=O)c1snc(C(N)=O)c1N)c1ccc(C)cc1 (stereo not given)
assay / compound,2,4,5,6
ROCK2 blocker,2,.,6,-1
CatB block,-10,-4,-1,0
AP ELISA ortho,14,0,2,15
PKA inh,10,8,8,-2
CatS block,-11,6,11,4
JNK3 blocker,5,.,4,4
E coli RNAP,-1,4,15,6
CatB mixtures,3,-2,2,8
RORA act,8,28,-1,-2

Next records
7	CCOc1ccccc1C(=O)N1CCN(c2cccc(Cl)c2)CC1
8	CC1CCCCC1NC(=O)CCS(=O)(=O)c1cccc2nonc12 (stereo not given)
9	COC(=O)c1cc(OC)c(OC)cc1NC(=O)CSc1nnnn1Cc1ccccc1
10	COCCSc1ccccc1C(=O)Nc1cc(C)on1
11	CCCc1[nH]nc2c1C1(CCN(C(=O)OCc3ccccc3)CC1)C(C#N)=C(N)O2
12	COCc1c(C(=O)OCc2nc(N)nc(Nc3ccccc3C)n2)oc2ccccc12
assay / compound,7,8,9,10,11,12
ROCK2 blocker,3,.,5,-6,4,5
CatB block,-1,-4,-4,-1,4,-2
AP ELISA ortho,4,7,21,5,6,-10
PKA inh,4,5,10,3,9,10
CatS block,6,1,-1,2,-9,11
JNK3 blocker,0,.,6,-3,1,5
E coli RNAP,9,3,4,7,5,.
CatB mixtures,3,1,5,3,-2,1
RORA act,-52,9,7,4,15,10

13	CCS(=O)(=O)N1CCC(NC(=O)c2ccco2)CC1
14	O=C(CSc1nnnn1-c1ccc2c(c1)CCC2)Nc1ccc2c(c1)OCCO2
15	CCCCNC(=O)CC1N=C2c3ccccc3N=C(SCC(=O)Nc3ccccc3C)N2C1=O (stereo not given)
16	O=S(=O)(NCC1CCCO1)c1cccc2nsnc12 (stereo not given)
17	Cc1cc(NC(=O)c2ccc(N(C)S(=O)(=O)c3ccccc3)cc2)no1
18	CN=C(Nc1cc(C)nn1CCC#N)c1ccc(F)cc1
assay / compound,13,14,15,16,17,18
ROCK2 blocker,-4,-1,.,4,5,2
CatB block,4,1,2,0,2,3
AP ELISA ortho,-6,-38,18,9,-5,-7
PKA inh,-3,15,6,0,5,7
CatS block,15,1,3,-4,14,4
JNK3 blocker,-2,-1,.,0,7,2
E coli RNAP,11,-5,-2,4,5,7
CatB mixtures,3,0,0,2,-8,-2
RORA act,-6,21,-9,-6,-1,-7

Part of the list above, reformatted:
no.	compound	ROCK2 blocker	CatB block	AP ELISA ortho	PKA inh	CatS block	JNK3 blocker	E coli RNAP	CatB mixtures	RORA act
15	CCCCNC(=O)CC1N=C2c3ccccc3N=C(SCC(=O)Nc3ccccc3C)N2C1=O (stereo not given)	.	2	18	6	3	.	-2	0	-9
16	O=S(=O)(NCC1CCCO1)c1cccc2nsnc12 (stereo not given)	4	0	9	0	-4	0	4	2	-6
17	Cc1cc(NC(=O)c2ccc(N(C)S(=O)(=O)c3ccccc3)cc2)no1	5	2	-5	5	14	7	5	-8	-1

Additional entries.
19	COc1ccc(N2CCN(c3oc(COc4ccccc4Cl)nc3C#N)CC2)cc1
20	Nc1nnnn1/N=C/c1ccccc1OCc1ccccc1
21	CCOC(=O)C1CCCN(CC(=O)Nc2c(C(=O)OC)[nH]c3ccccc23)C1 (stereo not given)
22	N=c1n(Cc2ccccc2)c2ccccc2n1CC(O)c1ccco1 (stereo not given)
23	S=C(c1ccc(N2CCOCC2)cc1)N1CCOCC1
24	O=C(CSc1ccc2nnc(-c3ccncc3)n2n1)NCC1CCCO1 (stereo not given)
assay / compound,19,20,21,22,23,24
ROCK2 blocker,.,5,3,6,2,6
CatB block,1,-1,.,6,4,5
AP ELISA ortho,6,7,22,12,2,11
PKA inh,10,8,4,6,-1,6
CatS block,9,2,-3,6,2,5
JNK3 blocker,.,1,-4,7,5,2
E coli RNAP,11,14,.,1,10,6
CatB mixtures,-8,3,2,1,4,4
RORA act,4,5,10,-16,-28,13

25	O=C(CN1CCCC(O)C1)N1c2ccccc2Sc2ccc(C(F)(F)F)cc21 (stereo not given)
26	COc1cccc(C(=O)N(Cc2nc(-c3ccc(C)cc3)no2)C(C)C)c1
27	N#CC(C(=O)CCN1C(=O)C2CC=CCC2C1=O)c1nc2ccccc2[nH]1 (stereo not given)
28	C=CCNc1nc(NC(C)(C)CO)nc(OCC)n1
29	COc1ccc(N2CCN(C(=O)CSc3nnc4nc(C)cc(C)n34)CC2)cc1
30	CC1CCC2C(C1)c1sc(=O)[nH]c1SC2(C)C (stereo not given)
assay / compound,25,26,27,28,29,30
ROCK2 blocker,6,-2,2,8,-5,2
CatB block,-2,-5,-3,-5,-5,1
AP ELISA ortho,12,11,14,5,-7,6
PKA inh,1,3,4,9,-6,12
CatS block,-6,-2,14,-4,1,2
JNK3 blocker,-5,-1,3,-3,-9,-1
E coli RNAP,-1,0,-2,0,6,-9
CatB mixtures,8,4,-1,1,-2,2
RORA act,4,-21,-1,-10,-14,-16

31	O=C(O)C1CCCCC1C(=O)Nc1ccc2c(c1)CCC2 (stereo not given)
32	CC1CCCCN1C(=O)Cc1ccc(Cl)cc1 (stereo not given)
33	COc1cccc(-n2nnnc2SCC(=O)c2cc(OC)ccc2OC)c1
34	O=C(CCC(=O)c1cccs1)OCC(=O)N1CCN(C(=O)c2ccco2)CC1
35	CC(=O)Nc1cc(OC(=O)c2ccco2)cc(OC(=O)c2ccco2)c1
36	N#CC12CCCCC1CC1CCCCC1(C#N)N2Cc1cccnc1 (stereo not given)
assay / compound,31,32,33,34,35,36
ROCK2 blocker,0,2,-3,1,.,-13
CatB block,-1,7,2,0,2,-3
AP ELISA ortho,20,4,7,19,4,.
PKA inh,-3,-2,-1,3,.,-2
CatS block,-4,17,-11,2,-8,.
JNK3 blocker,-2,-3,-6,1,.,-7
E coli RNAP,-6,3,-7,-2,.,-6
CatB mixtures,-6,1,-3,1,2,.
RORA act,3,4,-16,-14,.,-13

37	CCOc1ccc(C(C)NC(=O)CCC(=O)O)cc1 (stereo not given)
38	CC(=O)CCc1c[nH]c2c(C(=O)O)cccc12
39	CCOC(=O)C1CCN(C(=O)N(C)C)CC1
40	COc1ccc(/C(O)=C2\C(=O)C(=O)N(Cc3ccco3)C2c2cc(OC)ccc2OC)cc1 (stereo not given)
41	CC1CCCN(c2nc3ccccc3nc2C(C#N)S(=O)(=O)c2ccccc2)C1 (stereo not given)
42	COc1ccc(C(C)N2CC34C=CC(O3)C(C(=O)O)C4C2=O)cc1 (stereo not given)
assay / compound,37,38,39,40,41,42
ROCK2 blocker,-3,7,4,6,.,2
CatB block,5,6,0,-1,1,.
AP ELISA ortho,8,9,0,.,3,.
PKA inh,0,7,10,2,2,3
CatS block,13,4,12,.,4,.
JNK3 blocker,-5,2,1,-1,.,-2
E coli RNAP,0,7,6,1,4,.
CatB mixtures,1,3,-3,.,2,.
RORA act,-16,7,-3,-10,42,5

43	CCOC(=O)c1cc(C)n(CCc2ccccc2)c1C
44	CCCCCn1c(CCNC(=O)CCC)nc2ccccc21
45	COC(=O)c1[nH]c2cccc(OC)c2c1NC(=O)CN1CCN(c2cccc(OC)c2)C(C)C1 (stereo not given)
46	O=C1OCCC1S(=O)(=O)c1ccc2ccccc2c1 (stereo not given)
47	COc1ccc(S(=O)(=O)n2cnc3cc(C)c(C)cc32)cc1C
48	CC1=C(C(=O)OC(C)C)C(c2c(O)ccc3ccccc23)NC(=O)N1 (stereo not given)
assay / compound,43,44,45,46,47,48
ROCK2 blocker,6,1,-3,1,0,0
CatB block,1,-3,-5,2,.,-3
AP ELISA ortho,-4,6,11,-11,.,5
PKA inh,6,-8,-3,3,-6,11
CatS block,12,-3,-3,2,.,7
JNK3 blocker,2,-2,-3,-7,-2,-5
E coli RNAP,4,8,-3,-4,.,14
CatB mixtures,-1,3,-2,-2,.,-1
RORA act,33,4,-9,-4,1,16

49	C(=N\n1cnnc1)/c1cn(-c2cccs2)nc1-c1ccccc1
50	CCN(Cc1ccccc1)Cc1c(F)cccc1F
51	COc1ccc(C2N=C(N)N=C(N)N2c2ccccc2)cc1OC (stereo not given)
52	Cc1ccc(Cl)cc1N1CCN(C(=O)c2ccc(NS(=O)(=O)c3c(C)noc3C)cc2)CC1
53	COc1ccc(C(C)NC(=O)c2ccoc2C)cc1OC (stereo not given)
54	Cn1c(=NC(=O)C2CCN(S(=O)(=O)c3cccs3)CC2)sc2ccccc21
assay / compound,49,50,51,52,53,54
ROCK2 blocker,.,5,0,2,4,2
CatB block,5,.,6,2,14,5
AP ELISA ortho,3,-8,-5,6,4,-10
PKA inh,8,5,11,9,7,8
CatS block,-3,9,12,-1,14,1
JNK3 blocker,.,-1,6,2,-12,0
E coli RNAP,3,.,4,5,10,.
CatB mixtures,0,3,4,3,7,0
RORA act,15,-28,-10,0,0,39

55	Cn1cnnc1SCC(=O)Nc1ccccc1C(=O)NC1CCCC1
56	Cc1oc(/N=C/c2ccc3c(c2)OCO3)c(C#N)c1C
57	Cc1csc(NC(=O)CSc2nnc(-c3cccs3)n2C)n1
58	Cc1cc(C)c(NC(=O)CN2CCN(C)CC2)c(C)c1
59	CCOc1ccc(Cc2nc(C)c(CC(=O)N3CCCCC3)c(=O)[nH]2)cc1
60	Cc1ccc(C2C3=C(CCCC3=O)Nc3[nH]c(=S)[nH]c(=O)c32)cc1 (stereo not given)
assay / compound,55,56,57,58,59,60
ROCK2 blocker,6,4,-1,-6,3,.
CatB block,5,-4,7,-3,0,-1
AP ELISA ortho,-2,19,0,19,12,1
PKA inh,2,1,4,-6,-1,4
CatS block,9,-5,15,-2,-3,-4
JNK3 blocker,0,-3,11,-6,5,.
E coli RNAP,6,6,5,-10,0,-2
CatB mixtures,2,4,7,-1,3,-3
RORA act,4,-3,-2,-6,-25,6

61	CCCn1c(=O)c(C(=O)Nc2nnc(C)s2)c(O)c2ccccc21
62	COc1ccc(OC)c(S(=O)(=O)NCCc2ccccc2)c1
63	CCc1nnc2sc(-c3ccc(NC(=O)c4ccco4)cc3)nn12
64	COc1ccc(OCCOC(=O)c2cccc(-n3cnnn3)c2)cc1
65	CC(=O)N1CCN(S(=O)(=O)c2ccc(S(=O)(=O)NC3CC3)cc2)CC1
66	Cc1nnc(SCC(=O)Nc2cccc(C(F)(F)F)c2)[nH]c1=O
assay / compound,61,62,63,64,65,66
ROCK2 blocker,8,5,-2,6,2,7
CatB block,-4,4,1,-10,0,3
AP ELISA ortho,13,-1,10,6,6,2
PKA inh,2,2,0,6,5,12
CatS block,-3,5,-2,3,9,1
JNK3 blocker,7,2,-8,-3,0,-9
E coli RNAP,3,8,4,7,7,6
CatB mixtures,2,-9,4,6,5,0
RORA act,-4,5,28,37,1,-2
